Assay outcomes (PubChem BioAssay)
Hsp70 inhibitors: Hsp70 inhibitors, probe displacement, primary screen, biochemical, fluorescence polarization (AID 583). Heat shock 70 kDa protein 1A (Homo sapiens). Hsp70 fluorescence polarization probe displacement, mP; higher % means a stronger effect. displacement, % at 20 µM, or IC50 in µM where a hit was titrated. hit rate 0.06% among 140,000; in the data active = displacement above about 50%;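 note: plate controls were vehicle for no effect and reference ligand for full effect; a part of the inactive calls stands beside numbers as strong as those of hits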
MKP-3 inhibition: MKP-3 phosphatase inhibitors, primary screen, biochemical, rat enzyme, in vitro (AID 425). recombinant MKP-3 phosphatase activity, fluorescence; higher % means a stronger effect. inhibition, % at 20 µM, or IC50 in µM where a hit was titrated. hit rate 0.17% among 110,000; in the data active = inhibition above about 50%;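 note: plate controls were vehicle for no effect and reference inhibitor for full effect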
* marks the source's active call; other numbers are inactive results; nt = no result given. This is a subset; rates above refer to the full screens.

MKP-3 inhibition	Hsp70 inhibitors	smiles
-5.0%	8.3%	O=C(NCCc1ccccc1)c1ccc2c(c1)N(Cc1ccccc1)C(=O)CS2=O (centres undefined)
1.8%	4.9%	COc1cc(C=C2C(=O)NC(=S)NC2=O)ccc1OCCOc1ccc(C(C)(C)C)cc1
-10.2%	-7.1%	CCOCCOC(=O)c1ccc(NC(=O)COc2c(C)cccc2C)cc1
1.6%	2.3%	O=C(CSc1ccccc1)Nc1nnc(CCC(=O)c2ccccc2)s1
82.7%*	60.9%*	O=C1C=CC2=C3Oc4c(ccc5cc(O)ccc45)C(c4ccccc4C(=O)O)C3C=CC2=C1 (centres undefined)
-3.1%	-2.7%	CC(C(=O)NCc1cccs1)n1cccc1 (centres undefined)
-0.5%	13.9%	Cc1cc(Br)c2c(c1)=C(c1sc(N3CCCCCC3)nc1O)C(=O)N=2
nt	-0.2%	Cc1nc(SCC(=O)NC(=O)NCc2ccccc2)nc(C)c1C
-6.5%	-7.8%	CCC1=NN2C(=N)/C(=C/c3ccc(-c4ccc(C(=O)O)cc4)o3)C(=O)N=C2S1
-5.5%	0.8%	Cc1ccccc1NS(=O)(=O)c1cc(S(C)(=O)=O)ccc1Cl
-1.7%	0.3%	CCCOc1cccc(C(=O)Nc2cc3nn(-c4ccccc4)nc3cc2C)c1
-3.9%	-1.4%	COc1ccc(C2CC(=O)C(C)(C)O2)cc1 (centres undefined)
nt	3.2%	COCc1cc(=O)n2[nH]c(C(F)(F)F)nc2n1
6.0%	3.6%	CCOC(=O)CSc1ncnc2c1nnn2-c1ccc(F)cc1
-5.6%	0.2%	O=C(NCc1ccccc1)C1CCN(S(=O)(=O)c2cccc3cccnc23)CC1

Full records, quoted from the list. Order of values: MKP-3 inhibition	Hsp70 inhibitors
CCOCCOC(=O)c1ccc(NC(=O)COc2c(C)cccc2C)cc1 is listed with -10.2%	-7.1%
CCOC(=O)CSc1ncnc2c1nnn2-c1ccc(F)cc1 is listed with 6.0%	3.6%
O=C(CSc1ccccc1)Nc1nnc(CCC(=O)c2ccccc2)s1 is listed with 1.6%	2.3%
O=C1C=CC2=C3Oc4c(ccc5cc(O)ccc45)C(c4ccccc4C(=O)O)C3C=CC2=C1 (centres undefined) is listed with 82.7%*	60.9%*
Cc1cc(Br)c2c(c1)=C(c1sc(N3CCCCCC3)nc1O)C(=O)N=2 is listed with -0.5%	13.9%

Later entries:
MKP-3 inhibition	Hsp70 inhibitors	smiles
0.7%	4.3%	CCN(CC)C(=O)c1sc(NC(=O)c2ccco2)c(C(=O)OC(C)C)c1C
-5.3%	-3.6%	O=C1[C@@H]2CSCN2C(=O)CN1CCc1cccc(F)c1
5.3%	-1.6%	COc1ccccc1N1CCN(C(=O)c2ccc(CN(c3cc(Cl)ccc3C)S(=O)(=O)c3ccccc3)cc2)CC1
nt	1.1%	Fc1ccc(CSc2nncn2NCc2ccccc2)cc1
-4.9%	-0.1%	CC(C)CNC(=O)c1cc(-c2ccc(Cl)c(Cl)c2)on1
0.1%	-2.5%	CCc1ccccc1N(CC(=O)Nc1ccc(I)cc1)S(C)(=O)=O
-12.1%	-2.5%	Cc1ccnc(N2CCC(C(=O)Nc3ccc4c(c3)CCC4)CC2)n1
-0.7%	-2.3%	COc1ccccc1NC(=O)C1(C)Cc2ccccc2C(=O)O1 (centres undefined)
-3.2%	-3.6%	O=C(Nc1cccc(-c2csc(-c3ccccc3)n2)c1)c1cc2ccccc2oc1=O
-11.6%	3.1%	O=C(CSc1ncc(-c2ccccc2)n1-c1ccccc1)NCc1ccco1
-1.3%	1.9%	Cc1cc(C)nc(NC(=O)CSc2ccccn2)n1
1.9%	-6.1%	COc1ccc(/C=N/N(C)C2=NS(=O)(=O)c3cc([N+](=O)[O-])ccc32)cc1
0.1%	-5.4%	NS(=O)(=O)c1cccc(NC(=O)c2cccs2)c1
3.1%	1.2%	O=[N+]([O-])c1ccc2nc(Sc3nnc(-c4ccccc4)n3-c3ccccc3)sc2c1
-1.7%	1.6%	O=C(COC(=O)C(O)c1ccccc1)NC12CC3CC(CC(C3)C1)C2 (centres undefined)
-1.9%	-1.5%	CCOC(=O)C(=O)Nc1ccc(S(=O)(=O)Nc2nccc(C)n2)cc1
5.0%	-3.3%	CN(C)c1ccc(/C=C2\C(=O)NC(=O)N(c3ccc(Cl)cc3)C2=O)cc1Br
-7.8%	-2.3%	Cc1nn(-c2ccccc2)c2nc(-c3ccncc3)cc(C(=O)NCc3ccco3)c12
nt	9.6%	O=C(Nc1ccccc1)c1ccc2c(c1)OCO2
nt	-2.8%	CCOc1ccc(N=c2scc(-c3ccc(OC)cc3)n2CCO)cc1
2.5%	1.2%	Cc1cccc(NC(=O)COc2ccc3ccccc3c2)c1C
-10.9%	4.3%	O=C(Nc1ncc(Cc2ccccc2)s1)c1cccs1
4.1%	-2.1%	COc1ccc(Cl)cc1C(=O)Nc1ccc(F)cc1
4.1%	-0.2%	Cc1cc(/C=C2\NC(=O)NC2=O)c(C)n1-c1ccc(N(C)C)cc1
-1.0%	-1.2%	CCC(C(=O)N1CC2(C)CC1CC(C)(C)C2)N1C(=O)c2ccccc2C1=O (centres undefined)
-4.3%	-7.9%	NC(=O)c1ccsc1NC(=O)COC(=O)c1ccccc1NCc1ccco1
nt	-1.1%	N#Cc1nc(COc2ccccc2Cl)oc1NCc1ccco1
-12.6%	3.7%	CCn1c(SCC(=O)Nc2cccc(F)c2)nnc1-c1cc2cc(Br)ccc2o1
2.7%	-0.7%	CC(C)OC(=O)c1ccc(NC(=O)COc2ccc(Cl)cc2)cc1
-0.6%	6.3%	Cc1nn(Cc2ccc(C(=O)NC(C)(C)C)o2)c(C)c1Br

Exported as a markdown table: 4 of the compounds above
| SMILES | MKP-3 inhibition | Hsp70 inhibitors |
| --- | --- | --- |
| CN(C)c1ccc(/C=C2\C(=O)NC(=O)N(c3ccc(Cl)cc3)C2=O)cc1Br | 5.0% | -3.3% |
| Cc1nn(-c2ccccc2)c2nc(-c3ccncc3)cc(C(=O)NCc3ccco3)c12 | -7.8% | -2.3% |
| O=C(Nc1ccccc1)c1ccc2c(c1)OCO2 | nt | 9.6% |
| CCOc1ccc(N=c2scc(-c3ccc(OC)cc3)n2CCO)cc1 | nt | -2.8% |

Further records.
MKP-3 inhibition	Hsp70 inhibitors	smiles
1.2%	2.4%	COC(=O)c1cccc(NS(=O)(=O)c2cccs2)c1C
nt	2.5%	Cn1nccc1C(=O)N1CCc2ccccc21
nt	0.7%	Cn1cnnc1SCC(=O)c1ccc2c(c1)OCCO2
nt	4.0%	CC1CN(S(=O)(=O)c2cccc(C(=O)NCCCn3ccnc3)c2)CC(C)O1 (centres undefined)
-18.0%	-6.7%	COc1cccc(-c2nn(-c3ccccc3)cc2C(=O)Nc2nccs2)c1
2.3%	-1.2%	Cn1cnnc1Sc1cc(N2CCOCC2)ccc1[N+](=O)[O-]
-4.0%	-1.1%	O=C(Nc1ccc(S(=O)(=O)N2CCCC2)cc1)C1COc2ccccc2O1 (centres undefined)
-8.9%	1.9%	COC(=O)CCP(=O)(O)Cc1ccccc1CP(=O)(O)CCC(=O)OC
-8.1%	-1.6%	COc1ccccc1C(=O)Nc1c2c(nn1-c1cccc(C)c1C)CS(=O)(=O)C2
2.8%	-2.7%	Cc1ccc(N2C(=O)NC(=O)/C(=C\c3ccc(Cl)cc3)C2=O)cc1
6.8%	-1.4%	O=C(CSc1ncn[nH]1)N1c2ccccc2Sc2ccc(Cl)cc21
3.5%	1.8%	COc1cc(C(=O)NCCOc2cc(C)ccc2C(C)C)cc(OC)c1OC
-2.0%	4.5%	Cc1cc(C(=O)N2CCN(c3ncccn3)CC2)c(C)o1
-16.1%	4.5%	CCOC(=O)C(C(=O)N1CCOCC1)C1CCCCC1 (centres undefined)
-0.2%	-5.1%	COCCNC(=O)CN(c1ccc(Br)cc1)S(C)(=O)=O
-5.0%	-1.5%	CCNC(=O)c1ccc2c(c1)S(=O)(=O)c1ccccc1C2=O
4.4%	-3.2%	O=C(COc1ccc2ccccc2c1)N1CCN(C(=O)c2ccc([N+](=O)[O-])cc2)CC1
-0.7%	-3.8%	C=CCN1C(=O)C2(C(C#N)=C(N)Oc3n[nH]c(CCC)c32)c2ccccc21 (centres undefined)
-1.9%	-3.1%	CC(=O)/C(C(=Nc1ccccc1)Nc1ccccc1)=C(/O)c1ccccc1
-10.5%	1.7%	O=S(=O)(Nc1cccc(-c2nc3cccnc3s2)c1)c1ccc2c(c1)OCCO2
nt	-3.8%	O=C(CCc1nc(-c2ccccc2)no1)NC1CCCCC1
-9.4%	-3.2%	CC(C)c1ccccc1OCCNS(C)(=O)=O
-2.8%	1.9%	CC(=O)Nc1cc(C(=O)O)cc(C(=O)O)c1
-5.8%	1.4%	N#Cc1nc(Cc2ccccc2)oc1NCc1ccccc1Cl
-1.4%	0.4%	CCn1c(SCC(=O)NC)nnc1C(C)C
nt	-0.8%	CCN(CC)C(=O)CN1C(=O)COCC1=O
-9.5%	-1.2%	O=C(CN(C(=O)CSc1nnc(COc2ccccc2)o1)c1ccc(F)cc1)NC1CCCCC1
0.4%	3.0%	Cc1cccc(C)c1OCC(=O)Nc1ccc(N(C)C)cc1
nt	6.7%	C/C(=N/Oc1nc(C)cc(C)n1)c1ccc(Cl)cc1Cl
6.0%	-2.7%	COc1cccc(/C=C2\SC(=S)N(C)C2=O)c1O
-1.5%	2.2%	Cc1ccc(S(=O)(=O)NC(=O)c2cc(C)n(CCCn3ccnc3)c2C)cc1
nt	-3.6%	Cc1ccc(OCC(=O)Nc2ccc(S(=O)(=O)N3CCN(C)CC3)cc2)cc1
-0.8%	nt	COc1ccc(NC(=O)NCCCN2CCN(c3cc(C)ccc3C)CC2)cc1
-5.0%	4.1%	CCOC(=O)Nc1ccc2c(c1)N(C(=O)CCN(C)C)c1ccccc1S2
-1.9%	4.3%	O=C(NCc1ccc(Cl)cc1)C1C2C=CC3(CN(Cc4cccnc4)C(=O)C13)O2 (centres undefined)
-9.3%	1.0%	Cn1c(=O)n(C)c2cc(S(=O)(=O)O)ccc21
-5.7%	-3.6%	Cc1nc(SCC(=O)c2ccccc2)c(C#N)c(-c2ccco2)c1C(=O)NCc1ccco1
-17.4%	4.7%	Cc1nnc(SCC(=O)Nc2nccs2)[nH]c1=O
-1.3%	-2.0%	COc1ccc(C2c3c(nn(-c4ccccc4)c3C)CC(C)(O)C2C(C)=O)cc1OC (centres undefined)
nt	2.0%	Cc1ccc(-c2nn(CC(=O)Nc3cccnc3)c(=O)c3ccccc23)cc1
18.7%	7.6%	O=S(=O)(Nc1cc(Cl)c(O)c2ccccc12)c1ccc2ccccc2c1
-0.3%	0.6%	Cc1ccccc1OCCOc1ccc(/C=N/n2cnnc2)cc1
-8.1%	-0.7%	CC(=O)C1C(c2ccc(Cl)cc2)NC(=O)NC1(O)C(F)(F)F (centres undefined)
-3.2%	7.7%	CCOC(=O)N1CCN(C(=O)c2ccccc2NC(=O)COc2ccccc2C)CC1
-6.7%	0.7%	Cc1cc(C)cc(N(CC(=O)N2CCc3ccccc32)S(=O)(=O)c2c(C)noc2C)c1

As a working copy, some entries already given.
MKP-3 inhibition	Hsp70 inhibitors	smiles
-5.0%	8.3%	O=C(NCCc1ccccc1)c1ccc2c(c1)N(Cc1ccccc1)C(=O)CS2=O (centres undefined)
1.8%	4.9%	COc1cc(C=C2C(=O)NC(=S)NC2=O)ccc1OCCOc1ccc(C(C)(C)C)cc1
-10.2%	-7.1%	CCOCCOC(=O)c1ccc(NC(=O)COc2c(C)cccc2C)cc1

Additional entries follow:
MKP-3 inhibition	Hsp70 inhibitors	smiles
5.4%	-2.2%	CC(=O)c1ccc(NC(=S)NC(NC(=O)C(c2ccccc2)c2ccccc2)C(Cl)(Cl)Cl)cc1 (centres undefined)
-3.9%	-2.9%	COC(=O)c1cccc(S(=O)(=O)N(Cc2ccco2)Cc2cc3ccc(OC)cc3[nH]c2=O)c1
-3.3%	17.9%	CCc1cc2c(NCC(=O)O)ncnc2s1
-0.4%	-4.6%	CCN(CC)C(=O)C(=O)N/N=C/c1ccc2c(c1)OCO2
nt	-13.9%	Cn1c(-c2c(N)n(CCCc3ccccc3)c3nc4ccccc4nc23)nc2ccccc21
2.0%	-1.6%	O=C(Nc1cc(O)ccc1C(=O)O)c1cccc(Br)c1
4.5%	-2.6%	O=C1c2ccccc2C(=O)c2c(NC(=O)C3CC4CCC3C4)cccc21 (centres undefined)
nt	-8.4%	Cc1cc(C)n(Cc2ccc(C(=O)O)cc2)n1
7.9%	1.6%	Cc1cc2cc(CCNS(C)(=O)=O)c(=O)[nH]c2cc1C
-13.9%	-2.2%	CCOc1ccccc1C(=O)N(CN1CCCC1=O)c1ccc(C)c(Cl)c1
-10.5%	-6.5%	Cc1nn(C)c(C)c1NC(=O)CSc1nnc(C)n1-c1ccccc1
-6.0%	-1.0%	COc1ccc(C(C)NC(=O)C2C(=O)NC3(C)CC2c2ccccc2O3)cc1 (centres undefined)
-8.9%	-1.9%	CC1CC(C)CN(S(=O)(=O)c2ccc(NC(=O)C3COc4ccccc4O3)cc2)C1 (centres undefined)
-10.7%	nt	COc1ccc(C2C3=C(OC(C)=O)c4ccccc4C3=Nc3c2c(=O)n(C)c(=O)n3C)cc1 (centres undefined)
-1.1%	3.4%	CC1(C)Cc2c(sc3nc(NCCN4CCOCC4)n4ncnc4c23)CO1
2.1%	-5.9%	COc1ccc(/C=C(/C#N)c2nc(-c3ccc(Br)cc3)cs2)cc1OC
2.9%	-8.7%	O=C(O)CCN1C(=O)CC2(CCCCC2)C1=O
1.3%	3.6%	Cc1cc([N+](=O)[O-])ccc1-c1ccc(C(=O)Nc2ccc(N3CCOCC3)cc2)o1
-16.5%	2.6%	COCCOC(=O)C1=C(C)NC(=O)NC1C1CC=CCC1 (centres undefined)
-1.3%	nt	O=C(CCN1C(=O)COc2ccccc21)NCCN1CCOCC1
-3.4%	-0.9%	CN(C)c1ccc(/C=C2\C(=O)Oc3ccccc3C2=O)cc1
-8.0%	-3.7%	CC(C)NC(=O)C1(O)c2ccccc2NC(=O)N1c1ccc(Cl)c(Cl)c1 (centres undefined)
3.6%	3.9%	CCOc1cc([N+](=O)[O-])ccc1NC(C)=O
